Screens from PubChem BioAssay.
GALK inhibitor – GALK (human) enzyme inhibition; P51570; recombinant GALK, Kinase-Glo ATP luminescence, 1 h; Potency, µM (series often up to 57.5 µM), for inactives: at the highest dose activity, negative = inhibition, hits mostly inhibitors; 44,000 tested, under 10 active;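 further: plate controls were full GALK reaction for no effect and reaction lacking GALK for full effect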
Target sequence (P51570 whole entry, looked up): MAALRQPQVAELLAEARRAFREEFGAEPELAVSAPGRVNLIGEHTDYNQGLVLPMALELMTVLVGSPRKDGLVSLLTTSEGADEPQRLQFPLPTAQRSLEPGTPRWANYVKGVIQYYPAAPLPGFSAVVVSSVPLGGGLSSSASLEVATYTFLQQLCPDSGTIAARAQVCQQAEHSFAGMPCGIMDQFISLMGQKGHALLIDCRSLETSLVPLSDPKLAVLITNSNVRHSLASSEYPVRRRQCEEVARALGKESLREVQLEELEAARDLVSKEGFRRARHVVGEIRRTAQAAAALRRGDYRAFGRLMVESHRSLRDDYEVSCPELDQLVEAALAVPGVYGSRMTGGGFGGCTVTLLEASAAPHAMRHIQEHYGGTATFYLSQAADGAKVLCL
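Luminescent ATP-depletion readout (Kinase-Glo Plus) after 1 h room-temperature incubation of human GALK (5 nM) with galactose 100 µM and ATP 35 µM, pH 8.0 HEPES/Mg2+ buffer; compounds tested in qHTS format.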
NTMT1 inhibitor – blocks human N-terminal methyltransferase 1 activity. NTMT1 MTase-Glo SAH luminescence, purified enzyme. Potency, µM (top dose mostly 114 µM), inactives show at the top dose activity change, negative = inhibition, most hits filed as inhibitors. actives 2.5% (n = 59,000);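 further: potency means the concentration at half of the fitted maximal effect; plate controls were DMSO vehicle for no effect and no enzyme for full effect; nearly all actives have a fitted effect of over 65% in size; many of its hits are not listed in these tables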
Target sequence (Q9BV86 whole entry, looked up): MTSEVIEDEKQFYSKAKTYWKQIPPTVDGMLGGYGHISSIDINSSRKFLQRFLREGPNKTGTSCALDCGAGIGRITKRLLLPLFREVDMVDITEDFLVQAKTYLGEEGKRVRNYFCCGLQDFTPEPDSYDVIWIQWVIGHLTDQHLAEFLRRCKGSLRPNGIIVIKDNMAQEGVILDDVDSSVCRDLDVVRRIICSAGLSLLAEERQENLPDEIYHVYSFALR
FH mod – Identification of activators of human fumarate hydratase by quantitative high-throughput screening. Fumarate hydratase, mitochondrial (Homo sapiens), P07954. FH coupled MDH/diaphorase resazurin fluorescence, 15 min. Potency, µM (series often up to 79.9 µM), inactives show top-dose activity change, negative = inhibition, actives largely listed as inhibitors. actives 0.22% (n = 54,000). AID 1347055, 2019; further: potency means the concentration at half of the fitted maximal effect; on the % scale 0 is the no-effect control and ±100 the full control effect; the screen sought activators but most active calls are inhibition curves; nearly all actives have a fitted effect of over 45% in size
B2AR arrestin ag – beta-arrestin recruitment by human beta2-adrenergic receptor ligands; Potency, µM (top dose mostly 46.1 µM), for inactives: at the top dose activation, most hits filed as activators; AID 1347077; HTLA Tango cells, beta-arrestin recruitment, luciferase luminescence, 18 h; 44,000 tested, under 10 active;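 further: potency means the concentration at half of the fitted maximal effect; 0% = DMSO and full agonism = EC100 isoproterenol or metaproterenol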
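Receptor–beta-arrestin recruitment read by tTA-responsive luciferase: compound titrations (up to 46 µM) incubated 18 h with Tango cells, then luminescent substrate 15 min at room temperature. Concentration-response fits classified by r2, efficacy and activity.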
p53null 32C kill – p53 null cell cytotoxicity, permissive temperature; H1299-neo p53 null cells, ATP luminescence, 24 h, 32C; Potency, µM (doses to about 46.1 µM), for inactives: at the highest dose activity change, negative = cytotoxicity, usual class: cytotoxic; actives 0.62% (n = 55,000); AID 903;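 further: potency means the concentration at half of the fitted maximal effect; 0% = DMSO only and -100% = full killing by 100 µM tamoxifen; nearly all actives have a fitted effect of over 55% in size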
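Luminescent ATP readout gave cell viability of p53-null H1299-neo cells after a 24 h compound exposure at the permissive 32C. Titrations ran up to 46 uM, and AC50s were fitted with the standard Hill equation.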
PTAP-TSG101 blk – TSG101-PTAP interaction inhibition, HIV-1 budding | Q99816 | Fluorescence polarization, FITC-PTAP peptide/Tsg101, 20 min | Potency, µM (series often up to 115 µM), for the others: at the top dose activity change, negative = inhibition, actives largely listed as inhibitors | 44,000 tested, under 10 active | AID 1347069; further: potency means the concentration at half of the fitted maximal effect; 0% is about no effect
Target sequence (Q99816 whole entry, looked up): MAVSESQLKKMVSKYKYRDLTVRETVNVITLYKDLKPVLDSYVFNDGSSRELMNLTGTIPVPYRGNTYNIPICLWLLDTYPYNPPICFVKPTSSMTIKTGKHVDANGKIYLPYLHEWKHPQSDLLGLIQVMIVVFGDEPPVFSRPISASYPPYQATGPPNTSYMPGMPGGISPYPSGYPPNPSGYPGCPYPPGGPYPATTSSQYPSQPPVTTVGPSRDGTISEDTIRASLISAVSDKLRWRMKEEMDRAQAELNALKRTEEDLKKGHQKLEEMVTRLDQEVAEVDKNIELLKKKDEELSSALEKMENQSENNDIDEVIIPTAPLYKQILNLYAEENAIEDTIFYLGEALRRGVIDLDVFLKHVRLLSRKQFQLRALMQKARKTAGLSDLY
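Fluorescence polarization: Tsg101 binding domain (10 uM final) in 10 mM HEPES pH 7.5, 0.15 M NaCl, 0.01% Tween 20, 3 mM EDTA, 0.1 mM TCEP; compounds pinned; FITC-PTAP peptide 50 nM final; 20 min, r.t.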
p53null 39C kill – kills p53 null cells at the nonpermissive temperature. H1299 p53-null (neo) cells, 39C, ATPlite viability, 24 h. Potency, µM (top dose mostly 46.1 µM), inactives show at the highest dose activity, negative = cell killing, usual class: cytotoxic. actives 0.97% (n = 55,000). AID 904;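 further: potency means the concentration at half of the fitted maximal effect; 0% = DMSO only and -100% = full killing by 100 µM tamoxifen; nearly all actives have a fitted effect of over 50% in size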
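Cells seeded at 600/well, 37C overnight. Compound added (up to 46 uM), plates shifted to 39C for 24 hr. ATPlite added, luminescence read after 20 min at room temperature.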
The depositor's hits bear a star; ? = inconclusive; . = no result given; [ ] = another dose, or the depositor's remark. The call rests on the fitted dose curve; in most records, active means well fitted curve in the direction sought with a large enough effect; inconclusive means small, poorly fitted or top-dose-only effect, or another doubt; inactive means no such curve, though single readings can be large; an effect the other way counts as inactive or inconclusive. Not all compounds are listed (hit frequency here may not be typical).

SMILES | GALK inhibitor | NTMT1 inhibitor | FH mod | B2AR arrestin ag | p53null 32C kill | PTAP-TSG101 blk | p53null 39C kill
Cc1c(C(=O)NCc2cccc(Cl)c2)sc2ncnc(N(C)C3CCCCC3)c12 | -0.1% | 28.6% | -32.6% | -3.4% | 34.4%[activator] | 1.3% | 66.8%[activator]
COc1ccc(CCNC(=O)CCCCn2c(=O)c3ccccc3n(CC(=O)Nc3ccccc3C)c2=O)cc1OC | 5.7% | -8.7% | -1.7% | 9.7% | 3.0% | -7.2% | -12.1%
CC(=O)c1c(C)n(-c2ccc(Cl)cc2)c2ccc(OC(=O)COc3ccccc3)cc12 | 0.7% | ? | -12.8% | 0.4% | 3.2% | -0.4% | 4.8%
CCOC(=O)N1CCC(NC(=O)c2cnn(-c3cccc(C)c3)c2C2CCN(C(=O)OC(C)(C)C)CC2)CC1 | 2.7% | -12.5% | -0.1% | 1.7% | 4.5% | -3.7% | 0.0%
O=C(COc1ccccc1F)Nc1nnc(SCc2cc(=O)n3ccccc3n2)s1 | 1.0% | -1.2% | -14.6% | -0.8% | 4.6% | -1.8% | -11.4%
Fc1ccc(-c2cc(-c3nc(-c4ccc(Cl)cc4)no3)[nH]n2)cc1 | 1.2% | -8.2% | -1.4% | -0.9% | -2.6% | 2.4% | -18.5%
O=C(Nc1cccc(F)c1F)C1CCN(c2ncccn2)CC1 | -3.6% | 1.2% | -6.8% | -1.7% | -3.1% | -2.3% | ?
COc1ccc(C(=O)N(Cc2ccco2)Cc2ccco2)cc1 | -1.0% | 5.3% | -5.5% | -1.9% | -6.9% | -4.0% | -2.5%
CC(=O)c1ccc(NC(=O)CN(C)S(=O)(=O)c2cnc[nH]2)cc1 | 1.0% | 1.1% | 2.4% | -2.9% | 1.9% | -1.7% | -6.1%
O=C(Nc1ccc(F)c(Cl)c1)N1CCN(C(=O)c2nsc3ccccc23)CC1 | 6.4% | 7.7% | -8.5% | -2.2% | -0.5% | 0.2% | -10.8%
COc1cc2oc(=O)c(CC(=O)N3CCCCC3)c(C)c2cc1OC | -1.3% | . | . | -2.1% | 6.3% | -6.2% | -1.0%
Cc1ccc(OCC(=O)N(Cc2sccc2C)C2CCS(=O)(=O)C2)cc1 (stereo not drawn) | 3.6% | -0.8% | -19.5% | -0.4% | 0.1% | -4.3% | 3.1%
Cc1nn(CC(=O)NCc2cccc(Br)c2)c(=O)c2c1sc1ccccc12 | -2.1% | -1.9% | -13.9% | -2.8% | 10.2% | 10.0% | ?
Cc1cccc(NC(=O)CSc2nc3ccc(NC(=O)c4ccccc4)cc3s2)c1 | -0.1% | 3.1% | 2.7% | -2.2% | -4.9% | -0.3% | -27.3%
CCOC(=O)C1CCN(c2ncnc3c2c(-c2ccccc2)cn3-c2ccc(C)c(Cl)c2)CC1 | -1.2% | -5.2% | -18.7% | -0.7% | 0.4% | -5.7% | 1.2%
COc1ccc(-n2c(SCC(=O)Nc3cc(C)cc(C)c3)nc3c(oc4ccccc43)c2=O)cc1 | 6.7% | -0.1% | -18.6% | 0.5% | -2.1% | -8.2% | 2.7%
Cc1ccc(NC(=O)c2c(C)oc3ccc(O)c(CN4CCOCC4)c23)cc1 | -10.7% | . | . | 6.0% | 4.5% | 0.8% | 19.6%
CCOc1ccc(NC(=O)c2sc3nc(-c4ccc(OC)cc4)cn3c2C)cc1 | -1.5% | 1.6% | -0.5% | 1.5% | -9.3% | -6.6% | -6.3%
CCC1CN(C(=O)Nc2cc(C)ccc2OC)c2cc(Cl)ccc2O1 (stereo not drawn) | -10.7% | ? | -26.4% | 0.7% | 1.0% | -3.4% | ?
COC(=O)c1ccc(NC(=O)C2(S(=O)(=O)c3ccc(C)cc3)CC2)cc1 | 6.0% | 19.9% | ? | 0.7% | -4.2% | -1.0% | -1.2%

Single records, from the list above. Values in the order: GALK inhibitor, NTMT1 inhibitor, FH mod, B2AR arrestin ag, p53null 32C kill, PTAP-TSG101 blk, p53null 39C kill
`CCOC(=O)N1CCC(NC(=O)c2cnn(-c3cccc(C)c3)c2C2CCN(C(=O)OC(C)(C)C)CC2)CC1` is entered as 2.7%, -12.5%, -0.1%, 1.7%, 4.5%, -3.7%, 0.0%
`Cc1c(C(=O)NCc2cccc(Cl)c2)sc2ncnc(N(C)C3CCCCC3)c12` is entered as -0.1%, 28.6%, -32.6%, -3.4%, 34.4%[activator], 1.3%, 66.8%[activator]

New compounds follow
SMILES | GALK inhibitor | NTMT1 inhibitor | FH mod | B2AR arrestin ag | p53null 32C kill | PTAP-TSG101 blk | p53null 39C kill
COc1ccc(-c2nnn3c2nc(NCc2ccc(C)cc2)c2ccccc23)cc1 | -2.4% | -5.0% | 4.0% | 4.7% | -4.6% | -2.5% | -3.8%
Cc1cccc(C(=O)N2CCc3cc(CNS(=O)(=O)c4cccs4)ccc32)c1 | -4.6% | -1.8% | -13.5% | -0.1% | -12.2% | -2.3% | -15.8%
COc1cc(OC)cc(C(=O)Nc2cc(-c3nc4ccccc4s3)ccc2OC)c1 | 2.2% | ? | 9.6% | 1.2% | 7.8% | -3.5% | -9.3%
Cc1cc(NC(=O)Cn2c(=O)oc3cc(S(=O)(=O)N4CCCC4)ccc32)ccc1Br | -2.8% | -2.3% | -2.9% | 0.9% | -13.1% | 2.0% | 7.2%
COc1ccc(CNC(=O)Cc2ccc(NC(=O)N3CCCCc4ccccc43)cc2)cc1 | -0.4% | -3.9% | -1.6% | -1.0% | -0.1% | -4.2% | 0.2%
CCc1ccc(S(=O)(=O)c2nnn3c2nc(N(C)Cc2ccccc2)c2cc(Cl)ccc23)cc1 | 6.0% | 0.5% | 2.0% | -0.1% | -4.5% | -0.9% | -12.9%
COc1ccc(N2CCN(CCCNC(=O)C3COc4ccc(OC)cc4C3)CC2)cc1 (stereo not drawn) | -0.9% | ? | 3.0% | -0.5% | -5.8% | -2.6% | 1.9%
COc1ccccc1NC(=O)c1cc(S(=O)(=O)NCCC2=CCCCC2)ccc1F | -1.1% | -1.8% | ? | -0.2% | 31.6%[activator] | -0.4% | 1.8%
COc1cccc(-n2c(=O)c3c(C)c(C)sc3n(CC(=O)NCc3ccc(C)cc3)c2=O)c1 | -4.3% | -0.9% | 1.4% | 0.0% | 0.5% | -1.2% | 21.7%
COc1ccc(-c2noc(CSc3nnc(C)n3-c3ccc(C)cc3)n2)cc1 | 0.8% | 11.9% | -5.5% | ? | -9.1% | -8.1% | -7.5%
CCN(C(=O)c1noc2c1COc1ccc(C)cc1-2)c1cccc(C)c1 | -2.0% | 4.8% | -5.7% | -0.1% | -2.7% | -9.5% | -4.0%
Cc1ccccc1C(=O)NC1(C(F)(F)F)N=C(c2ccccc2)N(Cc2ccccc2)C1=O (stereo not drawn) | 0.4% | -0.1% | -8.7% | -0.1% | ? | -16.6% | -5.6%
COC(=O)c1cc2sc(C)cc2n1Cc1ccc(Br)cc1F | -0.4% | 13.4% | -3.0% | 0.0% | 2.5% | -0.6% | 11.0%
COCCCNC(=O)C1CCN(Cc2cc3ccccc3n2Cc2ccccc2C)CC1 | -0.7% | -1.7% | -13.2% | -2.8% | 20.8% | -3.5% | 9.4%
Cc1ccc(C)c(NC(=O)Cn2cc(S(=O)(=O)Cc3cccc(Cl)c3)c3ccccc32)c1 | 5.8% | -3.8% | -6.7% | 0.4% | -2.3% | 0.1% | 5.8%
CCSc1nc(-c2ccccc2)nc2c1Cc1c(CO)cnc(C)c1O2 | 1.7% | -2.3% | -2.8% | -0.6% | 0.7% | -0.8% | -6.8%
CCC(C(=O)Nc1cc(C(F)(F)F)ccc1Cl)n1nc(C)c2sc3ccccc3c2c1=O (stereo not drawn) | -11.1% | -1.8% | -3.9% | -3.3% | -11.3% | 0.1% | ?
COc1cc2c(cc1OC)C(COc1ccc(C(C)C)cc1)N(C(=O)COc1ccccc1)CC2 (stereo not drawn) | 1.8% | -8.3% | ? | -0.6% | 8.2% | -0.2% | 14.9%
COc1ccc(NC(=O)CSc2oc(-c3ccc(F)cc3)nc2S(=O)(=O)c2ccc(C)cc2)c(OC)c1 | -7.2% | ? | -35.0% | 0.9% | ? | -0.8% | -26.1%
CCOc1ccc(NC(=O)C(C)n2c(=O)cc(C)c3c(C)nn(-c4ccccc4)c32)cc1 (stereo not drawn) | 0.6% | -3.8% | -3.1% | 0.3% | 22.1% | -1.4% | 2.2%
Cc1ccc(NC(=O)c2c(NC(=O)Cc3ccccc3)sc3c2CCC3)cc1 | -3.9% | ? | 3.1% | 0.1% | 9.5% | 2.5% | -2.9%
O=c1[nH]c(=O)n(C2CCCCC2)c(O)c1C1=Nc2ccccc2SC(c2ccccc2)C1 (stereo not drawn) | 1.1% | 4.5% | -15.2% | -3.1% | 19.6% | -1.3% | 15.2%
Cc1nn(CCCC(=O)Nc2cc(C(F)(F)F)ccc2Cl)c(=O)c2c1sc1ccccc12 | 0.5% | 4.6% | 1.1% | -3.4% | -5.8% | 1.1% | 8.3%
Cc1cc(OCCn2c(CCNC(=O)C3CCCCC3)nc3ccccc32)ccc1Cl | 1.2% | ? | 5.6% | -2.6% | -1.5% | -3.3% | -29.3%
CCCCNC(=O)C1CCC(Cn2c(=O)c3sccc3n(CC(=O)Nc3ccccc3)c2=O)CC1 (stereo not drawn) | -1.9% | 14.0% | 6.7% | -0.5% | -3.8% | 2.2% | -11.1%
Cc1ccc(NC(=O)CC(C)S(=O)(=O)c2ccc3c(c2)NC(=O)CO3)c(C)c1 (stereo not drawn) | 5.6% | 3.1% | -19.0% | -1.0% | -8.0% | -2.9% | -11.7%
COc1cccc(NC(=O)CSc2cc(C)c3ccccc3n2)c1 | 2.8% | -0.3% | -11.8% | 0.6% | -22.9% | 0.3% | -16.9%
COc1ccc(NC(=O)c2c(C)oc3ccc(O)c(CN4CCC(C)CC4)c23)cc1Cl | -8.3% | . | . | -0.6% | 8.7% | -6.5% | ?
CCC1CN(C(=O)N2CCC(C(=O)NCCc3ccc(Cl)cc3)CC2)c2ccccc2O1 (stereo not drawn) | -1.9% | 9.5% | -13.4% | -0.2% | -9.4% | 2.1% | -10.4%
CCn1cc(S(=O)(=O)c2cccc(C)c2)c(=O)c2cc(F)c(N3CCCCC3C)cc21 (stereo not drawn) | 1.9% | 8.2% | -12.8% | 1.6% | -4.7% | -1.0% | -9.7%
O=C(Nc1cc(Cl)ccc1Cl)c1ccc2c(c1)N(Cc1cccc(Cl)c1)C(=O)c1ccccc1S2=O (stereo not drawn) | -0.9% | -4.0% | -27.8% | -0.4% | 6.2% | -1.6% | 21.8%
CCCCSCCCNC(=O)CN1C(=O)c2cccnc2Oc2ccc(Cl)cc21 | 4.6% | -8.8% | -2.7% | 0.2% | -6.6% | 0.0% | -1.5%
